# High-throughput results from PubChem BioAssay.
# IL2 activator: activates IL-2 in a cell-based reporter assay; IL-2 activation reporter assay, cell-based qHTS; stimulated with anti-CD3/CD4/CD28 beads; in transgenic mouse T cells; activation, % (series mostly up to about 46 µM); hit rate 0.065% among 360,000; AID 652025; in the data active means activation above about 50%; inconclusive means mostly about 30% to 49%; further: 0% is about no effect
#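 Unstimulated transgenic mouse T cells; 60-min compound exposure; bead-based TCR/CD4/CD28 stimulation; 18 h culture, 37 degrees C; dual fluorescence (EGFP, DsRed) plate cytometry.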
# Abeta rescue: A-beta toxicity reversal in yeast | yeast expressing A-beta42, growth rescue, OD600, 48 h; response scale: 0% DMSO, 100% iron-clioquinol control | Potency, µM (top dose mostly 46.1 µM), for the others: at the highest dose growth rescue, most hits filed as activators | hit rate 0.063% among 410,000 | AID 1347071; further: potency means the concentration at half of the fitted maximal effect; nearly all actives have a fitted effect of over 55% in size
#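 Yeast growth medium received pinned compounds, then yeast cells expressing toxic A-beta were added; plates incubated at 30 C for 48 hr. Growth read as absorbance at 600 nm, normalized to DMSO and equimolar FeCl3 plus clioquinol controls.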
# PI5P4K alpha inh: PI5P4K alpha (human) kinase inhibition. P48426. PI5P4Kalpha enzyme, ADP-Glo luminescence, 60 min; hits give low values. max response, %. hit rate 1.2% among 330,000; active means max response of -50% or lower; inconclusive means between -30% and -50%; inactive means -30% or higher; further: value at the top dose of about 77 µM; on the % scale 0 is the no-effect control and ±100 the full control effect
# Target sequence (P48426 whole entry, looked up): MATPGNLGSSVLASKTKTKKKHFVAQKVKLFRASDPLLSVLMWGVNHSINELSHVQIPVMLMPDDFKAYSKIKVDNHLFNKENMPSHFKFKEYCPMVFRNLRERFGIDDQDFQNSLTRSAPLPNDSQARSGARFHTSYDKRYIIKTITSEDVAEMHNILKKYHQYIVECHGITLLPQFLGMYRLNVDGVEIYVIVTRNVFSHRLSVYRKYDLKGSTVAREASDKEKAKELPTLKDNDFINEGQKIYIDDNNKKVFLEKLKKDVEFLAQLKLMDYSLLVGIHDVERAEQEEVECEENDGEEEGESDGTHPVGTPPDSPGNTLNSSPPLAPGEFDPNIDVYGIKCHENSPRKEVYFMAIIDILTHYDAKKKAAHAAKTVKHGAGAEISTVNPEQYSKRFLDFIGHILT
#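 Compounds were pin-transferred onto PI5P4Kalpha and substrate in HEPES pH 7.4 buffer with EGTA, CHAPS and 5% DMSO. ATP (5 microM final) started the reaction, which ran 60 minutes at room temperature before ADP-Glo detection.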
# WRN helicase inh: WRN helicase (human) inhibition; Q14191; WRN helicase unwinding, fluorescent forked duplex, kinetic; Potency, µM (series often up to 114 µM), inactives show at the highest dose activity change, negative = inhibition, usual class: inhibitors; hit rate 0.46% among 360,000; AID 651768; further: potency means the concentration at half of the fitted maximal effect; on the % scale 0 is the no-effect control and ±100 the full control effect; nearly all actives have a fitted effect of over 55% in size
#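 Fluorescence dequenching readout, ex 525 nm/em 598 nm, kinetic mode: forked duplex DNA (100 nM final) with adjacent fluorophore and quencher unwound by WRN (20 nM final) with 2 mM ATP. Compound preincubation 15 min, room temperature.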
# FUS yeast rescue: suppressors of FUS proteinopathy in yeast; hit rate 0.24% among 390,000; AID 1347120; S. cerevisiae FUS-expressing, growth rescue, OD600, 24 h; Potency, µM (top dose mostly 76.6 µM), inactives show top-dose growth rescue (activation), most hits filed as activators;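 further: potency means the concentration at half of the fitted maximal effect; plate controls were DMSO vehicle for no effect and reference control for full effect; nearly all actives have a fitted effect of over 55% in size; some results filed as inactive show a strong effect at the top dose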
#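 Restored growth of FUS-toxic S. cerevisiae, read as 600 nm absorbance after 24 h at 30C in galactose medium (starting OD 0.005). Controls CP55940 and DMSO.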
# EPAC1 antagonist: blocks human EPAC1 exchange factor; EPAC1 GEF assay, Rap1b-BODIPY-GDP exchange fluorescence; hit rate 0.14% among 360,000; Potency, µM (series often up to 115 µM), without a hit: at the top dose activity change, negative = inhibition, most hits filed as inhibitors; AID 720709; O95398;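 further: potency means the concentration at half of the fitted maximal effect; plate controls were vehicle for no effect and positive control for full effect; nearly all actives have a fitted effect of over 50% in size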
# PLK1 PBD inh: blocks phosphopeptide binding to human PLK1 polo-box domain; P53350; Plk1 PBD binding of FITC phosphopeptide, fluorescence polarization; Potency, µM, without a hit: max response, negative = inhibition, usual class: inhibitors; hit rate 2.8% among 360,000; AID 720504; further: potency means the concentration at half of the fitted maximal effect; series mostly up to about 57 µM; on the % scale 0 is the no-effect control and ±100 the full control effect; nearly all actives have a fitted effect of over 65% in size
# EPAC1 ag: activates human EPAC1 exchange factor. Potency, µM (doses to about 154 µM), without a hit: at the highest dose activation, usual class: activators. hit rate 0.073% among 360,000. EPAC1 agonist qHTS, biochemical assay; response scale: 100% = response to 6.5 mM cAMP. AID 720707. O95398; further: potency means the concentration at half of the fitted maximal effect; nearly all actives have a fitted effect of over 60% in size
#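 Normalized to 6.5 mM cAMP, activity reflects EPAC1-catalysed release of BODIPY-GDP from Rap1B, followed kinetically over 30 min at 480 nm excitation, 540 nm emission. Reaction contained 100 nM EPAC1, 250 nM Rap1B-BODIPY-GDP, 50 uM GDP.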
# Numbers without * were called inactive; ? = inconclusive; · = not tested or not shown; [ ] = another dose, or the depositor's remark. Unless noted, the call rests on the fitted dose curve; in most records, active means well fitted curve in the direction sought with a large enough effect; inconclusive means small, poorly fitted or top-dose-only effect, or another doubt; inactive means no such curve, though single readings can be large; an effect the other way counts as inactive or inconclusive.
No.	Compound	IL2 activator	Abeta rescue	PI5P4K alpha inh	WRN helicase inh
1	CC(C)[C@H](NC(=O)c1ccccc1)C(=O)Nc1cccc(S(=O)(=O)N2CCOCC2)c1	-2.5	0%	-4	-25%
2	ON=C1c2cc(OCCN3CCCCC3)ccc2-c2ccc(OCCN3CCCCC3)cc21	-1.1	-2%	-14	-26%
3	CN(Cc1nc2ccccc2c(=O)[nH]1)C(=O)c1ccc(S(=O)(=O)N(C)C)cc1	-3.2	-3%	·	9%
4	CC(=O)c1ccc(S(=O)(=O)NCCOc2ccccc2)cc1	-2.6	5%	-25	-7%
5	CC(C)(C)OC(=O)[C@H](Cc1ccccc1)NC(=O)c1[nH]cnc1C(=O)Nc1ccc(Cl)cc1	-0.1	5%	3	-11%
6	COc1cccc(CN(C)C(=O)CCN=C2NS(=O)(=O)c3ccccc32)c1OC	5.5	5%	-1	-5%
7	CN1C(=O)/C(=C/c2ccccc2OCc2ccc(C(=O)O)cc2)NC1=S	-3.7	5%	-1	-4%
8	O=c1ccc2cc(S(=O)(=O)NCc3ccccc3)ccc2[nH]1	-2.1	4%	-2	-2%
9	COc1cc(-c2c(C(C)=O)c(C)nc3c2C(=O)c2ccccc2-3)cc(OC)c1OC	0.0	2%	-2	-2%
10	COCCNC(=O)Cn1c(=O)oc2cc(S(=O)(=O)N3CC(C)CC(C)C3)ccc21 (stereo unspecified)	-1.6	6%	2	-8%
11	CCn1c(-c2ccccc2)c(C(=O)CCl)c2ccccc21	-4.6	-21%	-1	-10%
12	Cc1onc(-c2c(F)cccc2Cl)c1C(=O)N1CCN(c2ncccn2)CC1	0.0	12%	-3	0%

No.	FUS yeast rescue	EPAC1 antagonist	PLK1 PBD inh	EPAC1 ag
1	·	16%	-14%	8%
2	9%	-1%	19µM*	1%
3	11%	-23%	-4%	12%
4	-35%	-2%	-13%	3%
5	?	-19%	0%	-19%
6	0%	-17%	-5%	10%
7	7%	-9%	-7%	-2%
8	-9%	2%	-12%	0%
9	-10%	-14%	3%	0%
10	-5%	-27%	1%	11%
11	-3%	?	?	-1%
12	-21%	8%	-3%	-3%

# Carrying on.
No.	Compound	IL2 activator	Abeta rescue	PI5P4K alpha inh	WRN helicase inh
13	C[C@H]1CN([C@@H](C)CO)C(=O)Cc2cc(NC(=O)CCC(F)(F)F)ccc2O[C@H]1CN(C)S(C)(=O)=O	0.6	-6%	8	7%
14	CCO[C@@H]1OC(C(=O)NCc2ccccc2)=C[C@H](c2ccc(Br)cc2)[C@H]1CCCO	0.1	4%	2	2%
15	CC(CN1CCCCC1)OC(=O)c1ccc(Cl)cc1Cl (stereo unspecified)	2.0	10%	0	10%
16	CC(=O)Nc1ccc(OC(=O)C(CCS(C)(=O)=O)N2C(=O)c3ccccc3C2=O)cc1 (stereo unspecified)	0.5	14%	-8	6%
17	NC(=O)CCC(=O)N1CCCC(C(=O)c2ccc(C(F)(F)F)cc2)C1 (stereo unspecified)	0.7	-4%	0	8%
18	O=C(Cc1ccccc1)NCc1n[nH]c(=S)n1-c1ccccc1	0.0	6%	-13	7%[57.1 µM]
19	O=C(COc1ccc(S(=O)(=O)N2CCCC2)cc1[N+](=O)[O-])N1CCCCC1	-2.0	-3%	2	10%
20	CC[C@@]1(C(=O)OC)N[C@H](CN(C)C(=O)Nc2ccc(C(F)(F)F)cc2)[C@@H]2C(=O)N(C)C(=O)[C@@H]21	-0.4	3%	3	1%
21	COc1ccc(-n2nc(C(=O)Nc3ccc4c(c3)OCO4)c3ccccc3c2=O)c(OC)c1	1.8	-8%	7	-3%
22	COC(=O)c1sccc1NC(=O)Nc1ccc(C)cc1	1.0	-34%[inhibitor]	-16	1%
23	O=C(N/N=C/c1cc2c(cc1Cl)OCO2)c1cccc(Br)c1	-2.3	4%	-8	-1%
24	CCC(CNC(=O)c1c(C)nn(-c2ccccc2)c1Cl)c1ccccc1 (stereo unspecified)	0.4	-14%	8	-2%

No.	FUS yeast rescue	EPAC1 antagonist	PLK1 PBD inh	EPAC1 ag
13	-7%	2%	-3%	-13%
14	?	-14%	-4%	3%
15	-7%	-7%	-8%	2%
16	16%	-12%	-11%	2%
17	-19%	-7%	-6%	15%
18	-11%	8%	27µM*	10%
19	-21%	5%	1%	-8%
20	-15%	-2%	-28%	-6%
21	-9%	-16%	-3%	3%
22	15%	-26%	-4%	17%
23	-19%	-20%	-16%	18%
24	29%	-4%	0%	2%

# Additional results follow:
No.	Compound	IL2 activator	Abeta rescue	PI5P4K alpha inh	WRN helicase inh
25	CCOc1ccccc1N(CC(=O)NCc1ccccc1)C(=O)CCC(=O)Nc1cc(C)ccn1	-4.4	-6%	-2	-2%
26	O=C(O)c1cccc(S(=O)(=O)NCC2CCCO2)c1 (stereo unspecified)	-2.5	12%	1	4%
27	Cc1cccc(OCc2cc(-c3ccccc3)no2)c1C	4.7	-16%	28	-4%
28	O=C1CC(SCc2nc3ccccc3[nH]2)C(=O)N1c1ccc(F)cc1 (stereo unspecified)	-0.8	-8%	-1	-11%
29	CC(C)CC(c1nnnn1Cc1ccccc1)N1CCN(C(=O)c2ccco2)CC1 (stereo unspecified)	0.1	-12%	-6	-19%
30	CCCCN(Cc1nc2ccccc2c(=O)[nH]1)C(=O)COc1ccc(F)cc1Cl	0.4	11%	-4	-8%
31	C=C(C)CNC(=O)C1CCC(=O)N(CCCc2ccccc2)C1 (stereo unspecified)	0.1	27%	1	-3%
32	CC(C)(C(=O)N1CCC1(C)C(=O)NS(=O)(=O)c1ccc(C#N)cc1)c1ccccc1 (stereo unspecified)	0.0	-6%	-25	4%
33	COc1ccc(C2CC(c3ccc(Cl)cc3)Nc3nc(NC(=O)c4ccco4)nn32)cc1 (stereo unspecified)	-0.2	8%	6	-12%
34	CN(C)/N=C/c1ccc(Sc2ccc([N+](=O)[O-])cc2[N+](=O)[O-])o1	0.8	-47%[inhibitor]	-5	-15%
35	COc1ccc(NC(=O)Nc2cccc3c2O[C@H](CN(C)C(=O)Nc2ccc(OC)cc2)[C@@H](C)CN([C@H](C)CO)C3=O)cc1	-0.5	6%	10	-6%
36	O=C(NNC(=O)C1CC1c1ccccc1)Nc1ccccc1 (stereo unspecified)	1.1	0%	-3	10%

No.	FUS yeast rescue	EPAC1 antagonist	PLK1 PBD inh	EPAC1 ag
25	23%	?	-11%	4%
26	2%	10%	-7%	-2%
27	-16%	-2%	-7%	3%
28	30%	-11%	-21%	-9%
29	15%	8%	-10%	9%
30	6%	-4%	-2%	12%
31	7%	10%	-24%	4%
32	-15%	-5%	-14%	3%
33	12%	5%	-4%	1%
34	·	-3%	-16%	-10%
35	32µM*	-9%	-6%	11%
36	·	-1%	-12%	2%

# The list goes on.
No.	Compound	IL2 activator	Abeta rescue	PI5P4K alpha inh	WRN helicase inh
37	O=c1[nH]c(=S)[nH]c2c1C(c1ccc(Cl)c(Cl)c1)OC(CCc1ccccc1)C2 (stereo unspecified)	1.8	-9%	?	-3%
38	Cc1[nH]n(-c2nc(-c3ccccc3F)cc(=O)[nH]2)c(=O)c1CCO	1.4	3%	-6	1%
39	CCOC(=O)CCC(NC(=O)c1ccc(Nc2nc3ccccc3nc2C(=O)OCC)cc1)C(=O)OCC (stereo unspecified)	-4.3	-6%	8	-3%
40	CCOC(=O)CC(NC(C)=O)c1ccc([N+](=O)[O-])cc1 (stereo unspecified)	0.1	0%	9	-3%
41	Cc1sc2nc(CSC(C)C(=O)Nc3ccc(Cl)cn3)[nH]c(=O)c2c1C (stereo unspecified)	2.5	-11%	-20	-18%
42	CCOC(=O)C(C(=O)N(C)Cc1ccccc1)C1CCCCC1 (stereo unspecified)	-0.3	-15%	-1	7%
43	CCOC(=O)CSc1nnc(CNC(=O)c2cccc(C)c2)n1C	-2.0	-1%	-1	-30%
44	COc1cc(-c2cc3nc4ccccc4n3c(N)c2C#N)cc(OC)c1OC	-0.7	-24%	2	-11%
45	COc1ccccc1N(C(=O)c1snc(C(N)=O)c1N)C(C(=O)NC1CCCC1)c1ccc(N(C)C)cc1 (stereo unspecified)	-1.2	-17%	9	-1%
46	O=C(CN1CCOCC1)NNC(=O)c1ccc([N+](=O)[O-])cc1	0.1	·	2	-2%

No.	FUS yeast rescue	EPAC1 antagonist	PLK1 PBD inh	EPAC1 ag
37	?	-15%	-11%	12%
38	1%	-22%	-13%	-2%
39	·	-8%	-8%	-1%
40	·	-5%	-3%	5%
41	12%	-21%	?	-4%
42	26%	6%	0%	-5%
43	-1%	6%	-16%	7%
44	9%	-1%	-14%	8%
45	20%	5%	-11%	0%
46	-22%	-10%	0%	3%
